NTMT1 inh = NTMT1 methyltransferase inhibition. Q9BV86. NTMT1 MTase-Glo SAH luminescence, purified enzyme. Potency, µM (top dose mostly 114 µM), for the others: at the highest dose activity change, negative = inhibition, actives largely listed as inhibitors. actives 2.5% (n = 59,000). AID 1645870; active means well fitted inhibition curve with a large enough effect; inconclusive means small, poorly fitted or top-dose-only effect;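 further: plate controls were DMSO vehicle for no effect and no enzyme for full effect; nearly all actives have a fitted effect of over 65% in size; many of its hits are not listed in these tables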
Target sequence (Q9BV86 whole entry, looked up): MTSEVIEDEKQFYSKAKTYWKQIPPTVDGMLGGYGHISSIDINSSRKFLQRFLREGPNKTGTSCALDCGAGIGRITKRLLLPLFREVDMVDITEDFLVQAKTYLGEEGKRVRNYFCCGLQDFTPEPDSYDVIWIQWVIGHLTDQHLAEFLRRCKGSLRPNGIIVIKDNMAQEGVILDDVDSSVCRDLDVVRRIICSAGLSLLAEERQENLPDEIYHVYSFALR
Starred values were filed as active, the others as inactive; ? = inconclusive; & = joins results of further samples; ! = not active in a repeat; [ ] = another dose, or the depositor's remark. Potency means the concentration at half of the fitted maximal effect. Only part of the results is shown; the hit share may differ from the screen's.

Molecule,NTMT1 inh
COc1ccc(C2c3c(nc(CCCc4ccccc4)[nH]c3=O)Oc3ccc4ccccc4c32)cc1OC (configuration not stated),12%
C=CC(=O)Nc1cc(N2CCN(CC)CC2)ccc1Nc1cc(N(C)C(=O)Nc2c(Cl)c(OC)cc(OC)c2Cl)ncn1,-3%
COc1ccc(S(=O)(=O)N2CCc3cccc(-c4ccncc4)c32)cc1,0%
O=C(O)c1ccc(-n2cccc2/C=C2\SC(=O)N(Cc3ccc(F)cc3)C2=O)cc1,79µM*
Cc1nc(NC2CCCCC2)c2nc(-c3ccccc3)n(CCCN(C)C)c2n1,-23%
Fc1cc(F)cc(Nc2nc(NC3CCCC3)nc(C3CO3)n2)c1 (configuration not stated),3%[57.5 µM]
COC(=O)c1ccc2c(c1)S(=O)(=O)N=C2Sc1cc(C)ccc1C,1%
O=C1c2ccccc2C(=O)N1Cc1ccccn1,20%
Cc1ccc(C2Nc3cccc4cccc(c34)N2)s1,0%
Cc1ccc(-c2cc(C(=O)Nc3ccc(-n4cccn4)cc3)c3ccccc3n2)cc1C,-12%
COc1cc2nc(N3CCCCC3)nc(NC3CCN(C)CC3)c2cc1OC,?
CCCn1c(-c2ccc(F)cc2)nc2c(N3CCN(CCC(=O)OCC)CC3)nc(C)nc21,0%
Cn1nnnc1Sc1ncnc2scc(-c3cccc(C#N)c3)c12,0%[57.5 µM]
Fc1ccc(CNc2nc(-c3ccccc3C(F)(F)F)nc3ccccc23)cc1,6%
COc1cccc(-c2ccc(CNc3ccc(N4CCN(C(=O)OC(C)(C)C)CC4)cc3)o2)c1,1%
COc1cccc(C2c3c(ncn(-c4cccc(C)c4)c3=N)Oc3ccc4ccccc4c32)c1 (configuration not stated),-2%
COc1cc(-c2nc(Nc3ccc(F)c(F)c3)c3ccccc3n2)cc(OC)n1,-24%
O=S(=O)(Nc1ccccc1F)c1ccc(O)c2ncccc12,5%[57.5 µM]
CCCn1c(-c2ccc(F)cc2)nc2c(N3CCCN(Cc4ccccc4)CC3)nc(C)nc21,-13%
CC(=O)N1CCN(c2ccc(NCc3cccc(C)c3)cc2)CC1,?
CC(C)(C)NC(=O)N1CCC(C(=O)Nc2ccc([S+](=O)([O-])Nc3nccs3)cc2)CC1,7%
CN(C)C(=O)c1cccc(-c2csc(N3CCC(C(N)=O)CC3)n2)c1,-3%
FC(F)(F)c1ccc(-c2ccc(CNc3nc(-c4ccccc4C(F)(F)F)nc4ccccc34)cc2)cn1,-15%
Cc1nc(Nc2nc3ccccc3o2)nc2c1CCCC2,0%
CC(C)(C)C1CCC(C(=O)Nc2ccc(S(=O)(=O)Nc3nccs3)cc2)CC1 (configuration not stated),9%
Nc1nc(N)c2nc(-c3cccc(Cl)c3)c(N)nc2n1,-18%
CC1=C(C(=O)N(C)C)C(c2ccccc2Br)N=C(Nc2nc3ccccc3o2)N1 (configuration not stated),5%[57.5 µM]
COc1ccccc1C(=O)N1CCc2cc(-c3nc(NC(=O)Cc4ccc5c(c4)OCO5)sc3C)ccc21,-3%
CCCCN(C)C(=O)Cn1nc(-c2ccccc2C)ccc1=O,9%
S=C(NCCCNc1ccc(Br)cn1)NCCCc1cnc[nH]1,?
FC(F)(F)c1ccccc1-c1nc(NCc2ccccc2)c2ccccc2n1,6%
O=C(Nc1ccc(-c2nc3ccccc3[nH]2)cc1)c1ccc2ncccc2c1,-27%
COC(=O)C1=CC[C@H](c2ccc(C)cc2)N(S(=O)(=O)c2ccc(C)cc2)[C@@H]1c1ccc(C(C)(C)C)cc1,-1%
Cc1cc(-c2nnc3n2CCCCC3)c(C)n1-c1cccc(Cl)c1,-11%
Cc1c(Cl)cccc1NS(=O)(=O)c1cc2c(cc1F)NC(=O)CC2,?
CC(=O)Nc1sc2c(c1-c1cccc3[nH]ncc13)CCNC2,8%[57.5 µM]
Cc1ccc(OCCn2c(CCNC(=O)COc3ccccc3Br)nc3ccccc32)cc1,4%[57.5 µM]
Cc1occc1CNc1ncnc2ccc(-c3ccc4c(c3)OCO4)cc12,?
O=[S+]([O-])(Nc1ccccc1F)c1cccc(NC/C=C/c2ccccc2)c1,9%
COC(=O)c1ccc([C@H]2c3[nH]c4ccccc4c3C[C@H](C(=O)OC)N2C(=O)CCl)cc1,18%

Further results follow.
structure	NTMT1 inh
Cc1cc(C)nc(NC(=S)N2CCN(c3nsc4ccccc34)CC2)c1	?
COc1ccc(C(F)(F)F)cc1NC(=O)C(OC(=O)CNC(=O)c1ccccc1)c1ccccc1 (configuration not stated)	8%
O=C(Nc1ccc2ccccc2c1)Nc1nnc(-c2ccccc2)s1	6%
CN1CCOc2cc(S(=O)(=O)N3CCN(S(=O)(=O)c4c(F)cccc4F)CC3)cnc21	15%
CCN(CC)CCn1c(-c2ccccc2)nc2c(NC3CCCCC3)nc(C)nc21	-2%
O=C(Nc1ccc(S(=O)(=O)Nc2ncc(-c3ccccc3)s2)cc1)c1ccc2ccccc2c1	19%
Cc1cn([C@H]2C[C@H](N[S+](=O)([O-])Cc3cccc(Cl)c3)[C@@H](CO)O2)c(=O)[nH]c1=O	5%
Cc1ccccc1C(=O)N1CCc2cc(-c3cccc(NC(=O)Cc4ccc5c(c4)OCO5)c3)ccc21	-1%
C=CC(=O)N1C[C@H](Nc2ncnc3[nH]ccc23)CC[C@@H]1C	10%
CC(C)(C)OC(=O)N1CCN(c2ccc(NCc3cncc(-c4ccc(C#N)cc4)c3)cc2)CC1	-3%
Cc1cccc(CNc2ncnc3ccc(-c4ccc5c(ccn5C)c4)cc23)c1	4%
O=C(CSc1nc2ccccc2[nH]1)N1CCOCC1	-11%
COc1ccc(C(=O)N(Cc2ccccc2)Cc2cccs2)c(O)c1	14%
FC(F)(F)c1cc(-c2ccc(CNc3nc(-c4ccccc4C(F)(F)F)nc4ccccc34)cc2)cc(C(F)(F)F)c1	11%
N#Cc1nc(Nc2ccc(Br)cc2)nc(NC2CCCC2)n1	12%
Cc1nc(N2CCOCC2)c2nc(-c3ccccc3)n(CCN(C)C)c2n1	5%
Oc1ccc(CNc2ccc(C(F)(F)F)cc2Cl)c2cccnc12	18%
COc1cc(OC)c(C(CC(=O)N2CC(C)CC(C)C2)c2ccc3c(c2)OCO3)c(OC)c1 (configuration not stated)	-1%[228 µM]
Cc1c(C(O)(c2ccccc2)c2ccccc2)[n+]2ccccc2n1C	8%
Cc1ccc(NS(=O)(=O)c2ccc3c(c2)N(C)C(=O)CO3)cc1C	0%
Cc1ccccc1C(=O)N1CCc2cc(N3CCC(NC(=O)Cc4ccccc4)C3)ccc21 (configuration not stated)	-14%
CCOc1ccc(C(=O)Oc2ccc(-c3nc4ccccc4[nH]3)cc2)cc1	12%
COc1ccc(NS(=O)(=O)c2ccccc2)cc1NS(=O)(=O)c1ccccc1	10%
O=S(=O)(c1ccc2c(c1)OCO2)N1CCN(S(=O)(=O)c2c(F)cccc2F)CC1	4%
Nc1ccc2c(c1)S(=O)(=O)NC2=O	0%[57.5 µM]
O=S(=O)(c1ccccc1)N1CCN(c2nccc(-c3cccs3)n2)CC1	-18%
Cc1ccc(Cn2ncc3c4sc(C)cc4n(C)c3c2=O)cc1	?
NCCCC(=O)Nc1ccc(Cl)cc1C(=O)c1ccc[nH]1	-1%
FC(F)(F)c1ccccc1-c1nc(NCC23CC4CC(CC(C4)C2)C3)c2ccccc2n1	-5%[57.5 µM]
CCN(CC)C(=O)COC(=O)c1ccc(S(C)(=O)=O)c([N+](=O)[O-])c1	14%
N#Cc1nc(Nc2cc(F)cc(F)c2)nc(NC2CCCC2)n1	-13%[57.5 µM]
N#Cc1ccc(S(=O)(=O)N2CCN(S(=O)(=O)c3ccc4c(c3)OCCO4)CC2)cc1	15%
COc1cc(N2CCN(C)CC2)ccc1Nc1ncc2c(n1)N(C)c1ccccc1C(=O)N2C	-23%
CC(C)N1Cc2ccc(Nc3nn4c(=O)c5ccccc5nc4s3)cc2C1	-15%
CC(C)c1ccccc1-c1nc2c(c(NCc3ccc(-c4cccnc4)cc3)n1)CCNC2	0%
Cc1c(C(=O)O)[nH]c2c1C(=O)CC(c1ccco1)C2 (configuration not stated)	-3%[57.5 µM]
COc1ccc(C2Nc3ccccc3C(=O)N2Cc2ccccc2)cc1COc1cccc(C(F)(F)F)c1 (configuration not stated)	3%[57.5 µM]
CNc1oc(-c2cccc3c2OC(F)(F)O3)nc1C#N	2%
O=C(O)c1ccc(-c2nn3c(=O)cc(N4CCNCC4)nc3s2)cc1	1%[57.5 µM]
COc1ccc(-c2ccc3nnc(-c4ccccc4OC)n3n2)cc1OC	-7%[57.5 µM]
COc1ccc(C2Nc3ccccc3C(=O)N2Cc2ccc(CNC(=O)CO)cc2)cc1COc1ccc(NC(C)=O)cc1 (configuration not stated)	12%
CC(=O)c1ccc(NC(=O)c2cnn3c(C)cc(C)nc23)cc1	8%
O=C1NC(=O)[C@@H](c2cn3c4c(cccc24)CCC3)[C@@H]1c1c[nH]c2ccccc12	-5%
OCc1ccc(-c2ccc3ncnc(N4CCOCC4)c3c2)o1	-14%
O=C([C@H](Cc1ccc(O[S+](=O)([O-])c2cccc3cccnc23)cc1)N[S+](=O)([O-])c1cccnc1)N1CCN(c2ccccc2)CC1	6%
Cc1cc(C)nc(NC(=S)N2CCN(c3ccc(C(=O)O)cc3)CC2)c1	?
COc1cccc(C2c3c(ncn(-c4cccc(Br)c4)c3=N)Oc3ccc4ccccc4c32)c1 (configuration not stated)	6%
Cc1ccc(S(=O)(=O)Nc2cccc3cccnc23)c([N+](=O)[O-])c1	11%
N=c1c2c(ncn1-c1ccccc1)Oc1ccc3ccccc3c1C2c1ccc2c(c1)CCO2 (configuration not stated)	?
Cc1ccc(-c2cc(C(=O)NC3CCCCC3)c3ccccc3n2)cc1C	-5%
COc1ccc(C(=O)Nc2nc(-c3ccccc3)cs2)c(OC)c1	5%[57.5 µM]
N#CC1CCN(c2nc(-c3ccc(Br)cc3)cs2)CC1	-20%
O=C1CCCC2=C1C(c1[nH]ncc1Cl)NC(=NCc1cccs1)N2 (configuration not stated)	6%[57.5 µM]
CCN(CC)CCCn1c(-c2ccccc2)nc2c(N(CCOC)CCOC)nc(C)nc21	-24%
COCCNc1nc(C)nc2c1nc(-c1ccccc1)n2CC1CCN(C)CC1	4%
S=P(c1ccccc1)(c1ccccc1)c1c[n+](C/C=C/c2ccccc2)c2ccccn12	-7%
Cc1ccc(S(=O)(=O)Nc2cc(C(F)(F)F)ccc2C(=O)Nc2nc(-c3ccccc3)cs2)cc1	?
Cc1ccc(S(=O)(=O)Nc2cc(S(=O)(=O)c3ccc(C)cc3)c(O)c3cccnc23)cc1	7%
Cc1ccc(CNc2cccc(N3CCCCC3)c2)cc1	?
CN(C)c1ccc(-c2ccc(=O)n(CC(=O)NCCc3ccccc3)n2)cc1	15%

The list continues.
structure	NTMT1 inh
CCc1cccc(CC)c1OCc1cc(C2Nc3ccccc3C(=O)N2Cc2ccco2)ccc1OC (configuration not stated)	?
Cc1ccccc1-c1ccc(NC(=O)c2cccs2)cn1	-4%
Cc1ccsc1CN(C)c1ncnc2ccc(-c3ccc([C@@H](C)O)o3)cc12	8.9µM*!
Cc1cccc(-n2cnc3cc(C(=O)NC4CCCC4)ccc32)c1	?
O=C(c1cccs1)c1nonc1C(=O)c1cccs1	6%
FC(F)(F)c1ccccc1-c1nc(NCc2cccs2)c2ccccc2n1	8%
Cn1c2cc(Br)sc2c2cnn(Cc3ccccc3F)c(=O)c21	-2%&12%
FC(F)(F)c1ccccc1-c1nc(NCc2ccc(-c3cccc4ccccc34)cc2)c2ccccc2n1	11%
Cc1cccc2c(C(=O)O)cc(Cl)nc12	4%
O=S(=O)(NCCNS(=O)(=O)c1c(F)cccc1F)c1ccc2c(c1)OCCO2	-2%
COc1ccc(CN(Cc2ccccc2)C(=O)c2ccccc2O)cc1	6%
Cn1cc(P(=O)(c2ccccc2)c2ccccc2)c2ccccc21	?
CCN(CC)CCCC[C@H](NC(=O)[C@H](CC(C)C)NC(=O)[C@H](C)NC(=O)[C@H](Cc1ccccc1)NC(=O)c1ccc(C(C)(C)C)cc1)C(=O)N[C@@H](CO)C(=O)OC	8%
CCOC(=O)C1CCN(C(=O)C(C)(C)NC(=O)Nc2ccc(N(C)C)cc2)CC1	19%
O=C(Nc1ccc(S(=O)(=O)Nc2nccs2)cc1)c1ccnc(-c2ccccc2)c1	-2%
CCOc1ccc(CCNC(=O)c2cc3sccc3n2CCc2ccccc2)cc1OCC	1%
Cc1ccn2c(Nc3ccc4c(c3)OCO4)c(-c3ccccn3)nc2c1	?
COc1ccc(-c2csc(NC(=O)c3ccccc3NS(=O)(=O)c3ccc(C)cc3)n2)cc1	2%[57.5 µM]
O=C1CCc2cc(S(=O)(=O)Nc3ccc4c(c3)CCC4)ccc2N1	-6%
Cc1cc(N2C(=O)c3ccccc3C2=O)no1	3%

3 compounds picked at random from those above, as already listed:
structure	NTMT1 inh
CCOC(=O)C1CCN(C(=O)C(C)(C)NC(=O)Nc2ccc(N(C)C)cc2)CC1	19%
Cc1cc(N2C(=O)c3ccccc3C2=O)no1	3%
O=C(Nc1ccc(S(=O)(=O)Nc2nccs2)cc1)c1ccnc(-c2ccccc2)c1	-2%

Copied from the entries so far (4 entries):
structure	NTMT1 inh
COc1ccc(C2c3c(nc(CCCc4ccccc4)[nH]c3=O)Oc3ccc4ccccc4c32)cc1OC (configuration not stated)	12%
C=CC(=O)Nc1cc(N2CCN(CC)CC2)ccc1Nc1cc(N(C)C(=O)Nc2c(Cl)c(OC)cc(OC)c2Cl)ncn1	-3%
COc1ccc(S(=O)(=O)N2CCc3cccc(-c4ccncc4)c32)cc1	0%
O=C(O)c1ccc(-n2cccc2/C=C2\SC(=O)N(Cc3ccc(F)cc3)C2=O)cc1	79µM*

Screens (PubChem)
